# CHT inh = inhibitors of human choline transporter CHT; Q9GZV3; CHT-expressing cells, membrane potential dye, choline response; stronger effect = lower value; B-score at 10 µM; 310,000 tested, 0.86% active;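 active = B-score over 3 SD under the library average, and starting fluorescence ratio not unusually high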;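 also: choline stimulus applied at its EC90 after an EC20 pre-addition; B-score computed on integrated fluorescence ratio after choline addition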
# KCNQ2 block = KCNQ2 channel blockers in CHO-K1 cells – cell-based, FluxOR thallium flux, B-score, primary screen (AID 2156) | 310,000 tested, 1.1% active | O88943 | B-score at 10 µM | 20 min; stronger effect = lower value;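 active = fluorescence ratio B-score at most minus 3 library SDs, with starting brightness B-score within 2 library SDs, cut at about -5.5 in these data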
# Target sequence (O88943 whole entry, looked up): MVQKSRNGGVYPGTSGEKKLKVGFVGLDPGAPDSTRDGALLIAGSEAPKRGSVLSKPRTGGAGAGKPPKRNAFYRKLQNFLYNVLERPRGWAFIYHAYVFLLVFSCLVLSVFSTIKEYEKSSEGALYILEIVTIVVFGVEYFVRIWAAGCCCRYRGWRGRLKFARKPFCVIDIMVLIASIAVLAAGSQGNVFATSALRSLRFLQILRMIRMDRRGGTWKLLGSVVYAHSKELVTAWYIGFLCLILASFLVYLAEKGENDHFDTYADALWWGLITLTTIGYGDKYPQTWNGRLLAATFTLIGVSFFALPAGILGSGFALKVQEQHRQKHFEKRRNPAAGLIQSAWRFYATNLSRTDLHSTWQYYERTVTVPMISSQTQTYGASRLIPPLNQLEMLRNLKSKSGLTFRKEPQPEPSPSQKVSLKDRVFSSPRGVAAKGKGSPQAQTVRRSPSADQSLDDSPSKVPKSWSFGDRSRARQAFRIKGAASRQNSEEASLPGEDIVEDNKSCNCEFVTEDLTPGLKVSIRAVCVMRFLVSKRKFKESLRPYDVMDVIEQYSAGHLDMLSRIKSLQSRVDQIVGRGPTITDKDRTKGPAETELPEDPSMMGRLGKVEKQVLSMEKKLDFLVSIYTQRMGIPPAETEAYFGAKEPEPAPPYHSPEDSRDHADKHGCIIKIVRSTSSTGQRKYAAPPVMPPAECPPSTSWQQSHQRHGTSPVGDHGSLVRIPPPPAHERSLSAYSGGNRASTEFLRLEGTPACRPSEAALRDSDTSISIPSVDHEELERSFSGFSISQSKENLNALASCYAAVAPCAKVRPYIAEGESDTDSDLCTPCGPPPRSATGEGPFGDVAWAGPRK
# * hit, by the source's call; i = inactive; / = no result given.
SMILES | CHT inh | KCNQ2 block
COc1ccc(NC(=O)c2cccc3cccnc23)cc1S(N)(=O)=O | i | i
CS(=O)(=O)N1CCN(C(=O)c2cc(-c3cccs3)nc3ccccc23)CC1 | i | i
COc1ccc(CCC(=O)N(c2nnc(-c3cccnc3)s2)C(C)C)cc1 | i | i
Cc1ccc(-c2nn(CC(=O)N(C)C)c(=O)c3ccccc23)cc1S(=O)(=O)N(C)C | i | i
Cc1ccc(NC(=O)c2cc(=O)[nH]c3ccccc23)cc1 | i | i
CC(=O)Nc1cccc(NC(=O)Nc2cccc(Cl)c2C)c1 | i | i
CCCOc1ccc(N2C(=O)CC(NCC(=O)OCC)C2=O)cc1 (configuration not stated) | i | i
Cc1ccc(OCC(=O)NNC(=O)Cn2nnc(-c3ccccc3)n2)cc1 | i | i
CCS(=O)(=O)c1ccc2oc(Nc3cc(Cl)ccc3OC)nc2c1 | i | i
Nc1cccc(S(=O)(=O)NC2=NCCC2)c1 | i | i
O=C(c1ccccc1)c1ccc(OCCCN2CCCCC2)cc1 | i | i
CN1CCN(c2ccccc2NC(=O)c2ccc(OCc3ccccc3)cc2)CC1 | i | /
COc1ccccc1S(=O)(=O)Nc1cc(S(=O)(=O)N2CCCCC2)ccc1N1CCOCC1 | i | i
O=c1ccc(-c2ccccc2)nn1Cc1ccc(F)cc1 | i | i
Cc1ccc(C(=O)Nc2nccc(C)n2)cc1 | i | i
COc1ccc(CNC(=O)c2ccc(CS(=O)(=O)c3ccc(Br)cc3)o2)cc1 | i | i
COc1cc(NC(=O)Cc2ccccc2)cc(OC)c1 | i | i
Cc1ccc(O)c(NC(=S)NC(=O)/C=C/c2ccccc2)c1 | i | i
COc1ccc(-c2ccc(-c3noc(-c4ccccc4F)n3)c(OC)n2)cc1 | / | i
COC(=O)Cc1c(O)ccn(CCc2ccccc2)c1=O | i | i
O=[N+]([O-])c1ccc(O)c(/C=N/Nc2ccccc2Cl)c1 | i | i
CCCc1nnc(SCC(=O)N2CCCCC2C)n1CC1CCCO1 (configuration not stated) | i | i
C=CCn1cnc2scc(-c3ccc(OC)cc3)c2c1=O | i | i
CC(C)CC(=O)NC(NC(=S)Nc1sc2c(c1C#N)CCCC2)C(Cl)(Cl)Cl (configuration not stated) | i | i
Cc1cc(C(=O)Nc2c(C)n(C)n(-c3ccccc3)c2=O)c(C)o1 | i | i
COc1cc(-n2nnnc2SCC(=O)N2CCN(c3ccc(F)cc3)CC2)c(OC)cc1Cl | / | i
CCN(C(=O)c1cc(S(=O)(=O)N2CCc3ccccc32)cn1C)c1ccccc1 | i | i
CC(C(=O)Nc1ccc2c(c1)OCO2)N1CCN(C)CC1 (configuration not stated) | i | i
O=C(Cc1ccccc1F)NCC(=O)Nc1ccccc1Br | i | i
COc1ccccc1CNCC(=O)Nc1ccc(C(F)(F)F)cc1 | i | i

# Grouped by structure, the compounds so far containing a furan ring, fused or not (two)
SMILES | CHT inh | KCNQ2 block
COc1ccc(CNC(=O)c2ccc(CS(=O)(=O)c3ccc(Br)cc3)o2)cc1 | i | i
Cc1cc(C(=O)Nc2c(C)n(C)n(-c3ccccc3)c2=O)c(C)o1 | i | i

# More compounds
SMILES | CHT inh | KCNQ2 block
C[C@H](NC(=O)N1CCn2c1nc1ccccc12)C(=O)NCc1ccco1 | i | i
CCN(CC)c1ccc(/C=N/NC(=O)c2ccc3nc[nH]c3c2)c(O)c1 | i | i
CC(C)C(NC(=O)Cc1ccccc1[N+](=O)[O-])C(C)C | i | i
CC(CN)(NS(=O)(=O)c1ccccc1)c1ccccc1 (configuration not stated) | i | i
CCN(c1ccccc1)S(=O)(=O)c1ccc(C(C(=O)OC)C(=O)OC)c([N+](=O)[O-])c1 | i | i
O=C(OCCOCn1cc(Br)c(=O)[nH]c1=O)c1ccccc1 | i | i
COc1ccccc1/C=C/C=C1\Oc2c(ccc(O)c2CN(C)C)C1=O | i | i
CCN(CC)S(=O)(=O)c1cccc(NC(=O)COc2ncnc3sccc23)c1 | i | i
C/C(=N\O)C(C)(C)Nc1ccc(F)cc1 | i | i
C#CCOCCOCCOCCNc1nc(N2CCN(C(=O)C([C@@H](C)CC)n3cc(C(N)CO)nn3)CC2)nc(N2CCN(C(=O)C([C@@H](C)CC)n3cc(C(N)COC(=O)C(F)(F)F)nn3)CC2)n1 (some centres not stated) | i | i
CCn1c(-c2cc(-c3ccccc3)sc2N)n[nH]c1=S | i | i
CCOc1cc(-c2nc3ccccc3s2)ccc1O | i | i
COc1cccc(CNC(=O)CCCc2cn(C)c3ccccc23)c1 | i | i
CCOC(=O)c1c(S(=O)(=O)Nc2cccc(Cl)c2)c(C)n(C)c1C | i | i
COc1cccc(CNC(=O)c2cc(COc3c(F)cccc3F)on2)c1 | i | i
Cc1ccnc(NS(=O)(=O)c2cnc(Cl)c(Br)c2)c1 | i | i
COc1cccc(CN(Cc2ccco2)C(c2ccc(F)cc2)c2nnnn2C(C)(C)C)c1 (configuration not stated) | i | -6.1*
O=C(CN(Cc1ccc(Cl)cc1)C(=O)c1csnn1)NCc1ccccc1 | i | i
Cc1cc(C)c(NC(=S)NC(NC(=O)c2ccccc2)C(Cl)(Cl)Cl)c(C)c1 (configuration not stated) | i | i
O=C(O)c1ccccc1CSc1nc2ccccc2n1Cc1ccccc1C(=O)O | i | i
CCc1cccc(OCC2Cn3c(nc4c3c(=O)n(C)c(=O)n4C)O2)c1 (configuration not stated) | i | i
O=C(CCS(=O)(=O)c1ccc(Br)s1)NC1CCCCCC1 | i | i
O=C(N/N=C/c1ccc[nH]1)c1ccccc1OCc1ccc(F)cc1 | i | i
CC(=O)Nc1ccc(S(=O)(=O)N[C@@H](C)C(=O)N2CCN(c3ccccn3)CC2)cc1 | i | i
CCc1ccc(NC(=S)NCc2cccnc2)cc1 | i | i
O=C(NC1CCCCC1)c1cc2nc(-c3ccco3)cc(C(F)(F)F)n2n1 | / | i
COc1ccc(C)c2sc(N(CCN(C)C)C(=O)/C=C/c3cccs3)nc12 | i | i
CCOC(=O)C1CCN(CCC(=O)Nc2cccc(C)c2)CC1 | i | i
CCN(C(=O)c1cccc(S(=O)(=O)N(C)C)c1)C12CC3CC(CC(C3)C1)C2 | i | i
Cc1c(C(=O)N/N=C/c2c(O)ccc3ccccc23)nnn1-c1nonc1N | i | i

# Going on with the list:
SMILES | CHT inh | KCNQ2 block
CC(O)CNc1nc2ccccc2n1CC(=O)NCCc1ccc(Cl)cc1 (configuration not stated) | i | i
CCOC(=O)c1[nH]c2c(c1-c1ccccc1)C(=O)CC(c1ccc(OC)c(OC)c1)C2 (configuration not stated) | i | i
Cc1cc(C)c2c(N)c(C(=O)NCC3CCCCC3)sc2n1 | i | i
COC(=O)CCC(=O)OC1(C)C(=O)C2=CN(CCCOC(C)C)C(c3ccc(OC)cc3)=CC2=C(Br)C1=O (configuration not stated) | i | i
CCOC(=O)c1c(C2CC2)csc1NC(C)=O | i | i
Cc1ccc(Cl)cc1N1CCN(S(=O)(=O)c2cnc[nH]2)CC1 | i | i
CSc1ccc(Cl)c(C(=O)Nc2ccc(OCC(N)=O)cc2)c1 | i | i
CCOc1ccc(Oc2c(/C=N/NC(C)=O)c(C)nn2-c2ccccc2)cc1 | i | i
C=C(C)C(=O)Nc1cccc(C2=NOC3(C2)C[C@H](C(N)=O)N(C(=O)CC#N)C3)c1 (some centres not stated) | i | i
Cc1ccc(C)c(N2CCN(S(=O)(=O)c3ccc4[nH]c(=O)c(=O)[nH]c4c3)CC2)c1 | i | i
O=C(c1ccccn1)N1CCCC(N2CCN(Cc3ccc4c(c3)OCO4)CC2)C1 (configuration not stated) | i | i
NC(=O)CCn1c(=O)oc2ccccc21 | i | i
Cc1cc2sc3ccccc3c(=O)c2c(C)c1O | i | i
O=c1[nH]c(CSc2ncnc3sccc23)nc2ccccc12 | i | i
COc1cc(/C=C(/C#N)C(=O)c2c(C)[nH]c3ccccc23)ccc1OCC#N | i | i
CC(=O)c1cccc(NS(=O)(=O)c2cc3c(cc2C)N(C(C)=O)CCO3)c1 | i | i
Brc1cc(Br)c2nc(-c3cccs3)ccc2c1 | i | i
COc1ccc(CCNC(=O)CCS(=O)(=O)c2ccc3c(c2)oc(=O)n3C)cc1OC | i | i
CCOc1cc(C2C3=C(CCCC3=O)Nc3nc(C(=O)OC)nn32)ccc1OC (configuration not stated) | i | i
COc1ccc(NC(=O)CN(c2ccc(C)cc2)S(=O)(=O)c2c(C)nn(C)c2C)cc1OC | i | i
COC(=O)Cn1cnc2c(nnn2-c2cccc(OC)c2)c1=O | i | i
CCCCNS(=O)(=O)c1ccc(OCC(=O)OC)cc1 | i | i
CC1CN(C(=O)CSc2nnc3c(Cl)cc(Cl)cn23)CC(C)O1 (configuration not stated) | i | i
Oc1ccc2oc3c(c2c1C=NCc1ccncc1)CCCC3 | i | i
Cc1ccc(CNC(=O)C(=O)NCC2OCCCN2S(=O)(=O)c2cccs2)cc1 (configuration not stated) | i | i
Cc1ccc(CNC(=O)CN(C(=O)N2CCN(C)CC2)S(=O)(=O)c2ccc(C)cc2)cc1 | i | i
Cc1nn(-c2ccccc2)c2sc(C(=O)NNC(=O)COc3ccccc3)cc12 | i | i
CCCCn1c(N)c(N(CCOC)C(=O)c2ccc(C)c(S(=O)(=O)N3CCCCC3)c2)c(=O)[nH]c1=O | i | i
O=c1nc2n(c3cc(Cl)c(S(=O)(=O)N4CCOCC4)cc13)CCCCC2 | i | i
O=C(Nc1ccc2c(c1)OCO2)C1CCCCN1S(=O)(=O)c1ccc(F)cc1 (configuration not stated) | i | i

# Profiles as entered above. Order of values: CHT inh	KCNQ2 block
# CC(=O)c1cccc(NS(=O)(=O)c2cc3c(cc2C)N(C(C)=O)CCO3)c1 is listed with i	i
# Cc1ccc(CNC(=O)CN(C(=O)N2CCN(C)CC2)S(=O)(=O)c2ccc(C)cc2)cc1 is listed with i	i

# More compounds follow:
SMILES | CHT inh | KCNQ2 block
Cc1cc(=O)oc2ccc(OCC(=O)N(Cc3ccc(F)cc3)Cc3ccco3)cc12 | i | i
O=C1CCCC2=C1C(c1cccc(O)c1)C1=C(N2)c2ccccc2C1=O (configuration not stated) | i | i
C/C(N)=C(/C#N)C(=O)CSc1nc2ccccc2[nH]1 | i | i
Cc1ccc(N(C)S(=O)(=O)c2cccc(C(=O)Oc3ccc4c(C)cc(=O)oc4c3)c2)cc1 | i | i
Cc1cccc(OCCn2c(S(=O)(=O)O)nc3ccccc32)c1 | i | i
O=C(CSc1ccc(Cl)cc1)NC(=O)NCc1ccco1 | i | i
CS(=O)(=O)N(CC(=O)NC1CCCC1)C1CCCCC1 | i | i
CC(=O)Nc1nonc1-c1nc2ccccc2n1Cc1ccccc1 | i | i
CCc1ccccc1N1CCN(S(=O)(=O)c2cc(OC)ccc2OC)CC1 | i | -7.1*
O=C(Oc1ccccc1)N1CCOCC1 | i | i
Oc1ccc(Cc2ccc(Cl)cc2)c(O)c1 | i | i
CCCCn1cc(C(=O)c2cc(Br)ccc2O)cc(C#N)c1=O | i | i
O=C(CSc1ccc(Cl)cc1)NC1=NN(c2ccccc2)C(=O)C1 | i | i
COC(=O)C1CCN(C(=O)CSc2nc3ccc(OC)cc3[nH]2)CC1 | i | i
CCC(C)c1ccccc1NC(=O)Cc1coc2cc3c(cc12)CCC3 (configuration not stated) | i | i
Nc1ncc2c(n1)CC(c1ccco1)CC2=O (configuration not stated) | i | i
COn1c2c(c3c4no[n+]([O-])c4ccc31)CCCC2 | i | i
CSc1nnc(-c2cccs2)n1C | i | i
N#C/C(=C\c1ccccc1)C(=O)N1CCN(c2ccccc2F)CC1 | i | i
Cc1cc(Oc2ccc(=O)n(C)n2)nc(Oc2ccc(=O)n(C)n2)n1 | i | i
COc1ccc(/C=C\C(=O)NCc2ccc3[nH]c(C)cc3c2)cc1OC | i | i
COc1ccccc1CNC(=O)C(CCSC)NC(=O)C1CCC(C)CC1 (configuration not stated) | i | i
CC1=NN(c2ccc(Cl)c(C(=O)O)c2)C(=O)/C1=C/c1ccc(-c2ccccc2[N+](=O)[O-])o1 | i | i
COc1cccc(C(=O)COc2ccc3c(C)cc(=O)oc3c2)c1 | i | i
COc1ccc(NC(C)C(=O)N2CCN(Cc3ccccc3)CC2)cc1 (configuration not stated) | i | i
COc1ccc(S(=O)(=O)N2CCC(Cc3ccccc3)CC2)cc1C(N)=O | i | i
COC(=O)c1sccc1NC(=O)Nc1ccc(Cl)c(Cl)c1 | i | i
CCOC(=O)c1ccc(NC(=O)C2CCN(C(=O)c3ccc(OC)c(OC)c3)CC2)cc1 | i | i
CC1CCN(C(=O)c2ccc(S(=O)(=O)N3CCOCC3)cc2)CC1 | i | i
COc1cc(OC)c(NC(=O)CCc2nc(-c3cccs3)no2)cc1Cl | i | i

# Remaining list, next part:
SMILES | CHT inh | KCNQ2 block
CCCCN1C(=O)c2ccc(C(=O)NC3=NCCS3)cc2C1=O | i | i
CS(=O)(=O)N(CC(=O)N1CCCC1)c1ccc2c(c1)OCCO2 | i | i
O=[N+]([O-])c1ccc(/C=N/n2c(-c3ccccc3)n[nH]c2=S)cc1 | i | i
CN(C)C(=O)C(CCN1CCC(O)(c2ccc(Cl)cc2)CC1)(c1ccccc1)c1ccccc1 | i | i
O=C(CCC1CCCC1)NCCS(=O)(=O)N1CCN(c2ccc(F)cc2)CC1 | -5.2* | i
Cc1ccc(NC(=O)CCc2ccc(S(=O)(=O)N3CCOCC3)cc2)c(C)c1 | i | i
C(=Nc1ccc(N2CCOCC2)cc1)c1c[nH]c2ccccc12 | i | i
COC(=O)c1cn(NC(=O)CCC2CCCC2)c(=O)c2ccccc12 | i | i
O=C(NNc1ccccn1)c1ccccc1CC[N+](=O)[O-] | i | i
COc1cccc(NC(=O)C(OC(=O)c2ccccc2NS(=O)(=O)c2cccs2)c2ccccc2)c1 (configuration not stated) | i | i

# Outcome played no part in choosing rows. Share with any hit: about 1.9%.
